HT1080 EIF4E-luc2 = inhibitors of EIF4E gene expression, primary screen, cell-based, HT1080, luciferase reporter (AID 1224817). HT1080 EIF4E-luc2 knock-in reporter, luciferase, 16 h; active compounds read low. log2 luciferase activity ratio at 2.5 µM. hit rate 1% among 2,000;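 active means log2 luciferase ratio at or below -0.5849, meaning signal at two thirds of solvent-only control or lower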;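 further: luciferase reports endogenous eIF4E expression since it is co-expressed from the native EIF4E locus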
Active calls of the source: *. These rows are one share of the data. The share of hits here may be higher or lower than overall.

SMILES	HT1080 EIF4E-luc2
CC(=O)OCC1=CC2OC(=O)C3=COC(OC4OC(CO)C(O)C(O)C4O)C1C32 (configuration not stated)	-0.237
O=c1oc2c(O)c(O)cc3c(=O)oc4c(O)c(O)cc1c4c23	0.0223
